Compound activity deposited in PubChem BioAssay by National Center for Advancing Translational Sciences (NCATS).
GRP78 ERSR act – ER stress response induction in glioma; hit rate 0.02% among 420,000; U87-MG GRP78 promoter luciferase reporter, 16 h; Potency, µM, without a hit: at the highest dose activation, most hits filed as activators; note: potency is the fitted concentration of half-maximal effect; series mostly up to about 76 µM; % of control where 0% means no effect; nearly all actives have a fitted effect of over 35% in size
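Stably transfected U87-MG human glioma cells carrying a GRP78-based luminescent sensor were seeded at 1000 cells/well, pin-dosed with compounds and incubated 16 h. Luciferase reagent was then added, and end-point luminescence was read after 10 min at room temperature.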
D1 PAM – potentiators of human D1 dopamine receptor | P21728 | HEK293 TREx D1 cells, calcium flux, dopamine EC20 potentiation | potentiation, % at 10 µM | hit rate 0.036% among 360,000; in the data active = potentiation above about 30%; note: 0% is about no effect
RXFP1 ag – activates the human relaxin receptor RXFP1; HEK293T-RXFP1 cAMP TR-FRET, 30 min; response scale: percent of porcine relaxin response, buffer zero; Potency, µM (doses to about 57.5 µM), without a hit: top-dose activation, most hits filed as activators; AID 2676; hit rate 0.3% among 370,000; note: potency is the fitted concentration of half-maximal effect; % is set by controls: 0 for no effect and ±100 for the full control effect; nearly all actives have a fitted effect of over 60% in size; many of its hits are not listed in these tables
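HEK293 cells stably expressing RXFP1, treated 30 min at 37C with compounds plus PDE4 inhibitor Ro 20174; cAMP measured by HTRF TR-FRET. Normalized to buffer and 29 nM porcine relaxin; EC50 by Hill fit.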
LDHA block – LDHA (human) enzyme inhibition; activity change, % (values are at about 110 or 230 µM); hit rate 0.15% among 480,000; AID 1347041; P00338; purified LDHA, NADH/diaphorase-resazurin fluorescence; hits give low values; in the data active = activity change below about -30%; inconclusive = mostly about -25% to -30%;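 note: plate controls were DMSO wells for no effect and wells without enzyme for full effect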
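Remaining NADH was detected by diaphorase (0.133 mg/mL) converting 37 µM resazurin to fluorescent resorufin, read at 0 and 20 minutes. The preceding 5-minute room-temperature reaction used 2 nM LDHA, 0.2 mM sodium pyruvate and 0.06 mM NADH at pH 7.4.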
D1 agonist – human D1 receptor agonism; P21728; HEK293 T-REx D1 cells, calcium flux, agonist mode; activation, % at 2 µM; hit rate 1% among 360,000; in the data active = activation above about 30%; note: 0% is about no effect
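Agonism was scored from calcium flux recorded over 180 s (1 read/s) after pintool compound addition, following a 10-cycle baseline. Cells were inducible force-coupled HEK293 TREx D1, plated overnight at 30 C and loaded with no-wash calcium dye.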
D2 PAM – D2 dopamine receptor (human) potentiation; hit rate 0.34% among 340,000; HEK293 T-REx D2, calcium flux, EC20 dopamine potentiation; potentiation, % at 10 µM; AID 485347;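 active = potentiation over 3 SD above the plate norm, cut at about 30% in these data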; note: 0% is about no effect
Target sequence (P14416 whole entry, looked up): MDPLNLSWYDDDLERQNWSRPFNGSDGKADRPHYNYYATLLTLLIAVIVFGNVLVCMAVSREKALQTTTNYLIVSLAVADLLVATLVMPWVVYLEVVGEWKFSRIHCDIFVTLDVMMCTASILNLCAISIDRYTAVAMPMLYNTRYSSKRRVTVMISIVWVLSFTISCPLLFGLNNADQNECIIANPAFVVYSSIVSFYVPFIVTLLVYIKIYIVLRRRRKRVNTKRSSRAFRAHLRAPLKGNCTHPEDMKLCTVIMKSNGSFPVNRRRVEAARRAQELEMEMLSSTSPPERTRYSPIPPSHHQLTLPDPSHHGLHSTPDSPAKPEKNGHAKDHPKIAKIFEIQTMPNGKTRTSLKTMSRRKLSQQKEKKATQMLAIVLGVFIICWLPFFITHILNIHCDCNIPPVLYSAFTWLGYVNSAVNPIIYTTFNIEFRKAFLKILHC
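Tetracycline-induced HEK293 T-REx cells force-coupled to calcium signalling expressed D2; compounds were pin-added after a 10 s baseline, read kinetically 180 s, then an EC20 dopamine challenge followed with a further 180 s calcium read.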
Vif-A3G inh – blocks the Vif interaction with human APOBEC3G; Q9HC16; HeLa A3G-eYFP + Vif (tagged APOBEC3G with the HIV-1 protein that degrades it), YFP fluorescence, overnight; hit rate 0.076% among 410,000; Potency, µM (doses to about 46.1 µM), for the others: top-dose activity, negative = active, hits mostly inhibitors;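 note: potency is the fitted concentration of half-maximal effect; % is set by controls: 0 for no effect and ±100 for the full control effect; nearly all actives have a fitted effect of over 60% in size; hits raise eYFP signal because A3G escapes Vif-driven loss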
Target sequence (Q9HC16 whole entry, looked up): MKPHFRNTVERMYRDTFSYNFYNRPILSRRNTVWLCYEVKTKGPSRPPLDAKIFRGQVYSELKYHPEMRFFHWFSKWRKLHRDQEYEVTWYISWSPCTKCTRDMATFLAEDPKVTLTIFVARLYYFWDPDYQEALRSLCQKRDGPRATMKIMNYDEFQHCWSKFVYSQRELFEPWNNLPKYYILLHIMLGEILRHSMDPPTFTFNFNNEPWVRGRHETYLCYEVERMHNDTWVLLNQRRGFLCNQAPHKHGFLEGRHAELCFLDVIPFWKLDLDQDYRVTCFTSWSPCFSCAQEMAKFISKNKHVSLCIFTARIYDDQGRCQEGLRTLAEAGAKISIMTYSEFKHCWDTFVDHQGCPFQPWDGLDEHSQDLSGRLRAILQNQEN
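HeLa cells stably expressing Vif and C-terminally eYFP-tagged A3G, seeded overnight at 37 deg C, then exposed to compound by pintool overnight at 37 deg C. Rise in yellow fluorescence (Ex 488/Em 500-530, Acumen) marks blocked Vif-driven A3G degradation.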
D1 antagonist – human D1 dopamine receptor antagonism; P21728; HEK293 TREx D1 cells, calcium flux, dopamine EC80; hits give low values; activity change, negative = inhibition, % at 10 µM; hit rate 3.2% among 360,000; AID 504652; in the data active = activity change below about -30%; note: % is set by controls: 0 for no effect and ±100 for the full control effect
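Tetracycline-induced HEK293 Trex D1 cells, force-coupled to calcium, dye-loaded; compounds added and read 180 s, then EC80 dopamine added and calcium flux tracked kinetically another 180 s.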
Vif-A3F inh – inhibitors of Vif-A3F interaction. HeLa A3F-eYFP + Vif (tagged APOBEC3F with the HIV-1 protein that degrades it), YFP fluorescence increase. Potency, µM (titrated, usually from 46.1 µM), for the others: top-dose activity, negative = active. hit rate 0.2% among 390,000; note: potency is the fitted concentration of half-maximal effect; % of control where 0% means no effect; nearly all actives have a fitted effect of over 65% in size
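HeLa cells stably expressing Vif plus C-terminally eYFP-tagged A3F were seeded, incubated overnight at 37 deg C, dosed with compound, incubated overnight again at 37 deg C. Yellow fluorescence (Ex 488/Em 500-530) reported blocked Vif-mediated A3F-eYFP degradation.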
Numbers without * were called inactive; ? = inconclusive; . = not tested or not shown; & = joins results of further samples. Unless noted, calls come from the whole dose curve; as a rule, active = well fitted curve in the direction sought with a large enough effect; inconclusive = small, poorly fitted or top-dose-only effect, or another doubt; inactive = no such curve, though single readings can be large; an effect the other way counts as inactive or inconclusive. A portion of the library; count on the stated rates, not on these rows.

SMILES	GRP78 ERSR act	D1 PAM	RXFP1 ag	LDHA block	D1 agonist	D2 PAM	Vif-A3G inh	D1 antagonist	Vif-A3F inh
COc1ccc(OC)c(NC(=O)CC2SC(=Nc3ccccc3)N(CCc3ccccn3)C2=O)c1 (centres undefined)	6%	-7	0.3%	2	3	-24	4%	-5	1%
CC(=O)Nc1ccc(S(=O)(=O)N2CCc3ccccc3C2CC(=O)O)cc1 (centres undefined)	-2%	-4	0.9%	-6	3	25	-4%	40	-10%
COc1cc(OC)c2c(-c3ccccc3)cc(C3CCCCC3)nc2c1	-4%	.	.	11	.	.	0%	.	-6%
COc1ccc(OCC(=O)OCC(=O)NCC2CCCCC2)cc1	-3%	-8	0.4%	-6	0	0	0%	-11	3%
COc1ccc(NC(=O)c2cc(-c3ccccc3)on2)cc1OC	-7%	3	-4.1%	-3	5	-9	1%	2	-2%
OC(c1ccccc1)c1nc2ccccc2s1 (centres undefined)	3%	1	-0.3%	-5	1	22	-4%	4	-3%
CCS(=O)c1scc(-c2ccc(Cl)cc2)c1C#N (centres undefined)	6%	-1	2.6%	-6	5	0	-1%	-11	-18%
CCN1C(=O)CC(N2CCOCC2)C1=O (centres undefined)	-3%	-3	0.0%	-10	-1	5	0%	4	-4%
CCCCCC(=O)N1C[C@H](O)[C@@H](n2cc(-c3ccc(F)cc3)nn2)C[C@@H]1c1ccc(OC)cc1	0%	.	.	1	.	.	1%	.	-1%
O=C(COc1ccc(Br)cc1Cl)NC(=O)Nc1ccc2c(c1)OCCO2	3%	0	0.1%	1	3	-15	-1%	-18	-11%
CCOC(=O)C1(CC2CCCCO2)CCN(Cc2nc3ccccc3[nH]2)CC1 (centres undefined)	0%	7	3.0%	-4	2	-7	-6%	10	?
Cc1oc2c(cc(NS(=O)(=O)c3ccc4c5c(cccc35)C(=O)N4)c3ccccc32)c1C(=O)OC(C)C	-3%	-8	9.6%	14	3	-7	1%	18	-3%
COC(=O)c1cc2c([nH]c1=O)CCCC2=O	-2%	.	.	3	.	.	-4%	.	-1%
Cc1ccc2[nH]c(=O)c(COC(=O)c3ccccn3)cc2c1	3%	-2	3.5%	-2&15	3	0	0%	-3	1%
C[C@H](CO)N1C[C@H](C)[C@@H](CN(C)S(=O)(=O)c2ccc(F)cc2)Oc2c(NC(=O)Cc3ccccc3)cccc2C1=O	-4%	.	.	-4	.	.	-7%	.	-4%
CC(C)Oc1ccc(S(=O)(=O)N(C(C)C)C(C)C)cn1	2%	-8	0.1%	-3	3	0	0%	-10	-26%
COC(=O)c1ccc(CNC(=O)c2ccc3oc(C(C)C)nc3c2)cc1	1%	-10	-0.2%	-2	3	1	-1%	9	-3%
O=C(CCn1cncn1)N1CCCC(N2CCN(c3ccc(F)cc3)CC2)C1 (centres undefined)	-2%	-8	0.9%	-7	1	6	-4%	10	-8%
Fc1ccccc1C1c2[nH]c3ccccc3c2CCN1Cc1ccoc1 (centres undefined)	-5%	-1	-0.5%	-2	2	6	-4%	-27	-28%
CCC(=O)c1ccc(N2CCN(C(=O)c3ccccc3Br)CC2)c(F)c1	0%	0	-0.2%	-1	9	5	2%	-23	-12%
CCCC(=O)Nc1nc(-c2ccc(OC)cc2)cs1	-5%	1	1.7%	-7	-3	-9	-1%	-4	.
COc1ccccc1NC(=O)COc1ccccc1	4%	-1	-0.8%	-1	0	-6	-1%	-5	-9%
COc1ccc(C[C@H]2CN3C(=NC[C@@H]3Cc3ccc(O)cc3)N2C[C@H](C)NC(=O)c2ccc(C)c(Br)c2)cc1	-4%	-9	-0.1%	4	2	-12	-4%	-42*	5%
COC1CCCN(Cc2nc(Cc3ccccc3F)no2)C1 (centres undefined)	0%	-3	1.5%	-17	2	8	6%	19	16%
COc1ccc(Oc2cc(C(F)(F)F)cnc2C(N)=O)cc1	-7%	-3	-0.1%	-3	1	-2	-1%	-1	-5%
CC(Sc1nnc(Cc2ccccc2)o1)C(=O)Nc1ccccc1[N+](=O)[O-] (centres undefined)	-4%	-5	1.8%	0	0	8	2%	5	-2%
O=C(CCNC(=O)c1ccc([N+](=O)[O-])cc1)N/N=C/c1ccc(F)cc1	-5%	-3	-0.5%	1	-1	0	2%	-2	0%
CC1(c2ccc(Cl)cc2)NC(=O)N(CC(=O)Nc2cccnc2Cl)C1=O (centres undefined)	-2%	6	-0.2%	-3	15	-8	-2%	10	2%
CCOC(=O)C1=C(CN(C)Cc2ccccc2)NC(=O)NC1c1ccc(OC(C)C)cc1 (centres undefined)	-2%	2	2.4%	0	0	.	-1%	20	2%
COc1ccc(NS(=O)(=O)c2ccc3ccccc3c2)c2ncccc12	-6%	-5	2.9%	3	3	6	-13%	-14	?
CCOC(=O)c1csc(-c2ccc([N+](=O)[O-])cc2)n1	4%	-1	0.6%	-10	0	0	1%	-14	0%
Cc1c2cnn(CC(=O)N3CCN(c4ccccc4)CC3)c(=O)c2c(C)n1Cc1ccc(F)cc1	-2%	-4	-0.6%	1	1	26	4%	2	1%
Cc1nn(CC(C)C)c(Cl)c1C(=O)NCC(C)(C)N1CCOCC1	0%	.	.	0	.	.	1%	.	-3%
N/C(=N\OC(=O)c1cc(-c2ccccc2)nc2ccccc12)c1ccc(Cl)cc1	-1%	-4	0.2%	-14	3	7	3%	-2	-11%
COc1ccccc1CN1CCc2c([nH]c3ccccc23)C1	-2%	-11	1.4%	-7	6	-19	0%	-25	3%
O=c1c2ccccc2nc2n1CCC2O (centres undefined)	-3%	3	2.0%	-4	2	-4	-1%	1	3%
Cc1cccc2cc(C3CC(c4ccco4)=NN3S(C)(=O)=O)c(Cl)nc12 (centres undefined)	-1%	7	1.1%	-1&-11	4	-1	-11%	17	1%
CC1CCCN(c2ncnc3c2cnn3-c2ccccc2)C1 (centres undefined)	-12%	0	-1.2%	1	2	-2	-6%	15	0%
Cc1cc(CNC(=O)Cc2ccccc2)c2ccccc2n1	-1%	2	6.9%	-2	2	.	-7%	2	-8%
O=C(CCl)N1c2ccccc2Sc2c1ccc1ccccc21	?	.	.	9	.	.	-25%	.	-12%
O=C1CSC(=S)N1/N=C/c1ccc(C(F)(F)F)cc1	-2%	0	-1.8%	8	5	1	-1%	-12	-13%
CC(C)C(NS(=O)(=O)c1cccc2nsnc12)C(=O)N1CCCCC1 (centres undefined)	-5%	-3	0.7%	-2	0	-6	-3%	5	-7%
CN(Cc1nc2ccccc2c(=O)[nH]1)C(=O)c1ccc(S(=O)(=O)N2CCCC2)cc1	-1%	1	3.5%	0	0	-5	1%	-9	0%
COCCCN1C(=O)C2C(C(=O)Nc3cccc(Cl)c3)C3C=CC2(O3)C1C(=O)NC1CCCCC1 (centres undefined)	-3%	4	-4.4%	-5	0	-3	-2%	-7	7%
CCCc1sc(N)nc1-c1ccc(C)cc1	-1%	-4	2.3%	-2	4	0	1%	-60*	1%

As a short view, part of the list above:
SMILES	GRP78 ERSR act	D1 PAM	RXFP1 ag	LDHA block	D1 agonist	D2 PAM	Vif-A3G inh	D1 antagonist	Vif-A3F inh
COC(=O)c1ccc(CNC(=O)c2ccc3oc(C(C)C)nc3c2)cc1	1%	-10	-0.2%	-2	3	1	-1%	9	-3%
O=C(CCn1cncn1)N1CCCC(N2CCN(c3ccc(F)cc3)CC2)C1 (centres undefined)	-2%	-8	0.9%	-7	1	6	-4%	10	-8%
Fc1ccccc1C1c2[nH]c3ccccc3c2CCN1Cc1ccoc1 (centres undefined)	-5%	-1	-0.5%	-2	2	6	-4%	-27	-28%

Reformatted: four of the compounds above.
| smiles | GRP78 ERSR act | D1 PAM | RXFP1 ag | LDHA block | D1 agonist | D2 PAM | Vif-A3G inh | D1 antagonist | Vif-A3F inh |
| --- | --- | --- | --- | --- | --- | --- | --- | --- | --- |
| O=C1CSC(=S)N1/N=C/c1ccc(C(F)(F)F)cc1 | -2% | 0 | -1.8% | 8 | 5 | 1 | -1% | -12 | -13% |
| Cc1cc(CNC(=O)Cc2ccccc2)c2ccccc2n1 | -1% | 2 | 6.9% | -2 | 2 | . | -7% | 2 | -8% |
| CC1CCCN(c2ncnc3c2cnn3-c2ccccc2)C1 (centres undefined) | -12% | 0 | -1.2% | 1 | 2 | -2 | -6% | 15 | 0% |
| N/C(=N\OC(=O)c1cc(-c2ccccc2)nc2ccccc12)c1ccc(Cl)cc1 | -1% | -4 | 0.2% | -14 | 3 | 7 | 3% | -2 | -11% |

Sorted by length of the SMILES (rising): part of the list above
SMILES	GRP78 ERSR act	D1 PAM	RXFP1 ag	LDHA block	D1 agonist	D2 PAM	Vif-A3G inh	D1 antagonist	Vif-A3F inh
Cc1cc(CNC(=O)Cc2ccccc2)c2ccccc2n1	-1%	2	6.9%	-2	2	.	-7%	2	-8%
O=C(CCl)N1c2ccccc2Sc2c1ccc1ccccc21	?	.	.	9	.	.	-25%	.	-12%
CC(C)C(NS(=O)(=O)c1cccc2nsnc12)C(=O)N1CCCCC1 (centres undefined)	-5%	-3	0.7%	-2	0	-6	-3%	5	-7%

Next part.
SMILES	GRP78 ERSR act	D1 PAM	RXFP1 ag	LDHA block	D1 agonist	D2 PAM	Vif-A3G inh	D1 antagonist	Vif-A3F inh
CC1=NNC(=O)C1Oc1ccccc1 (centres undefined)	-3%	-4	2.4%	4	0	-1	7%	22	-2%
Cc1ccc(C2(CC(=O)N3CCCC3)CCOC(C(C)C)C2)cc1 (centres undefined)	-5%	2	0.7%	-2	2	-5	2%	-4	1%
CC1CCN(C(=O)CN2c3ccc(C(C)C)cc3-c3ccccc3S2(=O)=O)CC1	6%	-2	-0.1%	0	1	0	2%	6	4%
Oc1c(Cl)cc(Cl)cc1CNc1nccs1	0%	-8	-0.2%	-2	0	24	2%	0	-2%
COc1ccccc1-c1ccnc2c(-c3ccc(Br)cc3)c(C)nn12	0%	-4	0.5%	4	0	-2	0%	15	-8%
